Bioassay records as filed in PubChem.
Nrf2 activator – Nrf2 pathway activation | 410,000 tested, 0.31% active | Potency, µM (highest dose often 46.1 µM), without a hit: at the highest dose activation, most hits filed as activators | AREc32 ARE-luciferase reporter (MCF7-derived line), luminescence, 24 h | AID 624171; note: potency is the fitted concentration of half-maximal effect; % of control where 0% means no effect; nearly all actives have a fitted effect of over 65% in size
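Luminescent ARE reporter assay in AREc32_Fluc cells: overnight plating at 37 deg C, 24 hr compound incubation, Steady-Glo added, 30 min RT before reading.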
A549 viability – A549 cytotoxicity, counter-screen for Nrf2 inhibitors; A549 ARE-Fluc cells, CellTiter-Fluor viability, 18-24 h; Potency, µM (doses to about 46 µM), without a hit: top-dose activity change, negative = cytotoxicity, usual class: inhibitors; 390,000 tested, 0.16% active; AID 504648; note: potency is the fitted concentration of half-maximal effect; % is set by controls: 0 for no effect and ±100 for the full control effect
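A549 ARE-Fluc cells in 5% FBS OPTI-MEM, 5000 cells/well, rested 2 h then exposed to compounds in concentration-response for 18-24 h at 37 °C. Viability by CellTiter-Fluor fluorescence (Ex 405/Em 525) after 30 min; luciferase luminescence (BugLite, 15 min, RT) read afterwards.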
EPAC2 antagonist – antagonists of human EPAC2; Q8WZA2; EPAC2 GEF exchange of Rap1B-BODIPY-GDP, fluorescence; Potency, µM (titrated, usually from 114 µM), for inactives: top-dose activity, negative = inhibition, actives largely listed as inhibitors; 360,000 tested, 0.18% active; note: potency is the fitted concentration of half-maximal effect; % is set by controls: 0 for no effect and ±100 for the full control effect; nearly all actives have a fitted effect of over 45% in size; many of its hits are not listed in these tables
Target sequence (Q8WZA2 whole entry, looked up): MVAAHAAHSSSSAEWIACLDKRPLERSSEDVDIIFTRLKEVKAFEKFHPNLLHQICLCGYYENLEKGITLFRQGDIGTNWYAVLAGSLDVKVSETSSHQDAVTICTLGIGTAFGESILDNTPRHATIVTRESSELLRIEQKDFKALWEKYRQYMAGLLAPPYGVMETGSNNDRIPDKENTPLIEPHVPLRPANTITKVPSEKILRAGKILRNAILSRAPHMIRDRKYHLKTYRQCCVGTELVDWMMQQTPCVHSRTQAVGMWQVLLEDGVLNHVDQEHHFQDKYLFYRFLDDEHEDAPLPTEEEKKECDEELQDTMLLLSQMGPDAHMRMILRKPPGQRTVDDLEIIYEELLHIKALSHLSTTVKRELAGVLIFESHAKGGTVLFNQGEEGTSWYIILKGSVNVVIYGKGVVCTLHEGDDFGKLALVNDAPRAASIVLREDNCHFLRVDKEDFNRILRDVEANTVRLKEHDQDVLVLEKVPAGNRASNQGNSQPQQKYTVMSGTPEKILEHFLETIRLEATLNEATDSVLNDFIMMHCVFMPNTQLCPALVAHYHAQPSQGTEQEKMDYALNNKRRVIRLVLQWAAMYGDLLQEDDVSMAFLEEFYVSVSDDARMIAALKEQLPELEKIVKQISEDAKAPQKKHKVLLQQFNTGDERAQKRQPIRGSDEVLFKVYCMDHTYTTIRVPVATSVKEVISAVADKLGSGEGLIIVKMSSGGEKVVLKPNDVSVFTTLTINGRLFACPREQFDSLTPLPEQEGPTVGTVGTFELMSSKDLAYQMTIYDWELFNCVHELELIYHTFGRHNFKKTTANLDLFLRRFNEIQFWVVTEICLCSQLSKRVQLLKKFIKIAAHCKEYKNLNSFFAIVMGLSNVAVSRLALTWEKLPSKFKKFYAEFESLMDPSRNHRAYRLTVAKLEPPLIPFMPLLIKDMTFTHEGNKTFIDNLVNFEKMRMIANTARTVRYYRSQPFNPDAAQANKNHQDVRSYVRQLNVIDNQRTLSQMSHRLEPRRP
Mm-Cpn inhibitor – inhibitors of Methanococcus maripaludis chaperonin (MmCpn); purified Mm-Cpn ATPase, ADP Transcreener TR-FRET; Potency, µM (titrated, usually from 76.9 µM), without a hit: at the highest dose activity, negative = inhibition, hits mostly inhibitors; 330,000 tested, 0.031% active; AID 504842; note: potency is the fitted concentration of half-maximal effect; % is set by controls: 0 for no effect and ±100 for the full control effect; nearly all actives have a fitted effect of over 80% in size
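ATP (10 uM final) was added to archaeal chaperonin (25 nM final) after 10 min exposure to test compound at 37°C; after 30 min further incubation, ADP was detected by competitive TR-FRET.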
TGFb SMAD3 inh – inhibitors of TGF-b signaling; HepG2 CAGA-GFP TGF-b/SMAD3 reporter, GFP fluorescence, 18 h; TGF-beta stimulated, 500 pg/mL final; Potency, µM (top dose mostly 46.1 µM), inactives show at the top dose activity, negative = inhibition, actives largely listed as inhibitors; 410,000 tested, 1.2% active; AID 588855; note: potency is the fitted concentration of half-maximal effect; % is set by controls: 0 for no effect and ±100 for the full control effect; nearly all actives have a fitted effect of over 65% in size
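Inhibition was scored as loss of TGF-beta-induced (500 pg/mL final, 18 hours, 37 degrees C) GFP in HEPG2 cells carrying a CAGA-GFP reporter, in DMEM with 1% FBS. Well GFP was summed per cell; Activity was normalised to unstimulated and stimulated DMSO wells, then concentration-response fitting.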
Nrf2 block – inhibitors of Nrf2 signaling; Potency, µM (titrated, usually from 46 µM), inactives show at the top dose activity change, negative = inhibition, hits mostly inhibitors; 360,000 tested, 2.1% active; A549 ARE-Fluc reporter, luciferase luminescence, 18-24 h; note: potency is the fitted concentration of half-maximal effect; % is set by controls: 0 for no effect and ±100 for the full control effect; nearly all actives have a fitted effect of over 60% in size
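Two sequential reads on A549 ARE_Fluc cells exposed to compound for 18-24 h: a CellTiter-Fluor fluorescence read for viability, then a luciferase luminescence read for Nrf2/ARE activity.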
EPAC2 ag – EPAC2 (human) agonism; EPAC2 activation, biochemical qHTS; response scale: 100% = 6.5 mM cAMP response; 360,000 tested, 0.079% active; Q8WZA2; Potency, µM (highest dose often 154 µM), without a hit: at the highest dose activation, hits mostly activators; note: potency is the fitted concentration of half-maximal effect; nearly all actives have a fitted effect of over 50% in size
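qHTS, titration series. 100 nM EPAC2 / 250 nM Rap1B-BODIPY-GDP / 50 uM GDP; RT; ex 480/em 540 nm, 5-min reads to 30 min. Norm. to 6.5 mM cAMP = activation.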
CCT modulator – cytosolic chaperonin activity modulation | 360,000 tested, 0.3% active | AID 651819 | activity change, % (test concentration not listed), hits read low | purified chaperonin ATPase assay, HTRF ADP detection, 30 min; in the data active = activity change below about -30%; note: % is set by controls: 0 for no effect and ±100 for the full control effect
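Nucleotide hydrolysis assay: TRiC at 20–40 nM final (set by batch activity) with 10 uM ATP, 30 min at 37 °C, in presence of 76 uM compound. Detection by competitive ADP HTRF, 30 min ambient.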
pAkt inh – inhibitors of Akt phosphorylation; AID 651550; 360,000 tested, 0.32% active; activity change, % for hits at 50 µM; Neuro2A IGF-stimulated pAkt S473 HTRF, 20 min; stronger effect = lower value; in the data active = activity change below about -80%; inconclusive = mostly about -51% to -80%; note: % is set by controls: 0 for no effect and ±100 for the full control effect
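Single-point screen (50 µM final compound) in Neuro2A cells stimulated 20 min with 6 nM IGF at 37 deg C. After lysis, Ser473-phosphorylated Akt read by HTRF (ex 330 nm, em 615/665 nm) as the 665/615 ratio.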
The depositor's hits bear a star; i = inactive; ? = inconclusive; / = no result given; [ ] = remark or other dose. Unless noted, calls come from the whole dose curve; as a rule, active = well fitted curve in the direction sought with a large enough effect; inconclusive = small, poorly fitted or top-dose-only effect, or another doubt; inactive = no such curve, though single readings can be large; an effect the other way counts as inactive or inconclusive.

SMILES | Nrf2 activator | A549 viability | EPAC2 antagonist | Mm-Cpn inhibitor | TGFb SMAD3 inh | Nrf2 block | EPAC2 ag | CCT modulator | pAkt inh
Cc1nc(-c2ccc(F)cc2)c(CC(=O)N2CCN(S(=O)(=O)c3ccc(F)cc3)CC2)s1 | 0.2% | -15% | -2% | 0% | -9% | -15% | 2% | 0.2 | i
O=C(O)c1cccc2cccnc12 | 0.0% | -1% | 16% | 2% | 10% | 36% | 6% | -2.0 | i
COc1ccc(OC)c(/C=N/NC(=O)CNC(=O)c2cccc3ccccc23)c1 | -0.7% | -3% | -1% | 2% | -5% | 2% | 4% | -4.2 | i
COC(=O)C1=C(C)NC(=O)C1(NS(=O)(=O)c1ccc(NC(C)=O)cc1)C(F)(F)F (configuration not stated) | 0.0% | -2% | 5% | 0% | 1% | 1% | 4% | -1.7 | i
CCn1cc(C(=O)NC(C)c2ccccc2)c(=O)c2cc(S(=O)(=O)N3CCc4ccccc4C3)ccc21 (configuration not stated) | -1.0% | 11% | / | / | ? | -10% | / | / | /
O=C(c1ccccc1)c1ccc(OCCn2cnc3ccccc3c2=O)cc1 | -0.7% | -14% | 5% | -5% | -8% | ? | 1% | 0.8 | i
Cn1c(SCC(=O)NCCc2ccccc2)nnc1-c1ccncc1 | -0.4% | 0% | 8% | 2% | 0% | 16% | 1% | -6.8 | i
CCn1c(N2CCN(C(=S)NCCc3ccccc3)CC2)nc2ccccc21 | -0.8% | -10% | -7% | -2% | -4% | ? | 20% | -0.2 | /
O=C(/C=C/c1ccccc1)Nn1c(-c2cccs2)nc2ccccc2c1=O | 6.6% | -13% | 3% | -2% | 0% | -20% | -2% | 0.2 | i
CCOC(=O)C1(CCCc2ccccc2)CCN(Cc2cn(CC)nc2C)CC1 | 0.1% | 3% | 6% | 1% | -29% | -3% | -1% | -1.0 | i
COC(=O)c1cc(NC(=O)c2c(C)noc2C)ccc1N1CCOCC1 | 0.0% | -3% | 3% | 2% | 21% | -4% | 9% | -3.9 | i
COc1cc(OC)c(OC)cc1CNCc1ccc2c(c1)OCO2 | -1.1% | 2% | 3% | 0% | 10% | -1% | 1% | -0.7 | i
Cc1cc(NC(=O)CSc2nnc(Cc3cccn3C)n2CCc2ccccc2)no1 | 0.7% | 0% | 3% | 1% | 16% | 10% | 5% | -0.2 | i
Cc1cccc(NC(=S)N/N=C/c2ccc3c(c2)OCO3)c1 | 4.0% | 17% | -5% | -2% | -22% | 2% | 9% | 0.8 | i
CCCCNC(=O)Oc1ccc(C(=O)N2c3ccccc3NC(=O)C2C)cc1 (configuration not stated) | -0.7% | 1% | 0% | -1% | -12% | 5% | 7% | 0.2 | i
O=C1N/C(=N/N=C/c2ccco2)SC1Cc1ccccc1 (configuration not stated) | ? | 0% | 27% | 2% | -3% | 0% | -2% | -0.6 | i
CCc1[nH]nc2c1C(c1ccncc1)C(C#N)=C(N)O2 (configuration not stated) | -0.6% | 0% | 21% | 0% | 10% | 13% | 6% | 2.8 | i
Cc1ccc(CNC(=O)CCS(=O)(=O)c2ccc3nc(C)sc3c2)cc1 | 0.0% | 3% | 16% | 0% | -10% | -19% | 0% | -2.9 | i
C[C@H](CO)N1C[C@H](C)[C@@H](CN(C)C(=O)Nc2ccc(F)cc2)Oc2cc(Br)ccc2S1(=O)=O | 0.6% | / | -3% | / | 1% | / | 3% | -0.3 | i
CCN(CC)C(=O)Cn1c(=O)n(Cc2ccc(F)cc2)c(=O)c2sccc21 | -0.1% | 2% | 1% | -5% | -1% | -18% | 4% | -4.0 | i
O=S(=O)(Nc1cc(Cl)ccc1-n1cncn1)c1ccccc1Cl | -0.3% | 1% | -8% | -1% | -2% | ? | -3% | -7.0 | i
CN(C)S(=O)(=O)c1cccc(NC(=O)c2ccc3c(c2)OCCO3)c1 | 4.1% | 0% | -5% | 1% | 0% | 26% | 4% | -2.3 | i
COc1ccc(/C=N/NC(=O)C(=O)N2CCCC2)cc1 | 0.7% | 1% | 2% | 1% | 2% | ? | 12% | -3.4 | i
Cc1cccc2c1NC1(CCCC1)CC2C (configuration not stated) | 0.0% | 19% | -13% | 0% | -20% | ? | 12% | -2.2 | i
CCOC(=O)C1CCCN(c2nc3ccccc3nc2C(C#N)C(=O)OCCOC)C1 (configuration not stated) | 1.9% | ? | -1% | 0% | 6% | -3% | 5% | -2.2 | i

Overlap with the part before: three entries, followed by the next part.
SMILES | Nrf2 activator | A549 viability | EPAC2 antagonist | Mm-Cpn inhibitor | TGFb SMAD3 inh | Nrf2 block | EPAC2 ag | CCT modulator | pAkt inh
COc1ccc(/C=N/NC(=O)C(=O)N2CCCC2)cc1 | 0.7% | 1% | 2% | 1% | 2% | ? | 12% | -3.4 | i
Cc1cccc2c1NC1(CCCC1)CC2C (configuration not stated) | 0.0% | 19% | -13% | 0% | -20% | ? | 12% | -2.2 | i
CCOC(=O)C1CCCN(c2nc3ccccc3nc2C(C#N)C(=O)OCCOC)C1 (configuration not stated) | 1.9% | ? | -1% | 0% | 6% | -3% | 5% | -2.2 | i
Cc1cc2ncn(S(=O)(=O)c3ccc(S(N)(=O)=O)cc3)c2cc1C | -0.6% | 0% | 2% | / | 4% | 6% | -2% | -1.0 | i
N=c1c(C(=O)NC2CCCC2)cc2c(=O)n3ccccc3nc2n1CC1CCCO1 (configuration not stated) | -0.3% | ? | -1% | -1% | 12% | 9% | 8% | -1.2 | i
COc1cc(C(=O)N2CCC2(C)C(=O)NC(C)C)cc(OC)c1OC (configuration not stated) | 0.3% | / | -4% | / | 9% | / | 7% | -0.7 | i
COC(=O)[C@H]1[C@H](CCc2ccccc2)NC(=O)N(Cc2ccccc2)[C@@H]1C | 3.2% | 8% | -9% | / | -19% | -5% | 12% | -1.7 | i
COCc1nnc(NC(=O)c2ccc(NC(C)=O)cc2)s1 | 0.2% | -8% | 1% | -1% | -15% | 21% | -4% | -1.8 | i
COc1cccc(NC(=O)C(Sc2nnc3ccccn23)c2ccccc2)c1 (configuration not stated) | -0.4% | -2% | -1% | 0% | 33%[activator] | -22% | 3% | -1.0 | i
Cc1sc(NC(=O)c2ccco2)c(C(c2ccc(F)cc2)N2CCN(C)CC2)c1C (configuration not stated) | 14% | -7% | -28% | 0% | 16µM* | -1% | 2% | 2.1 | i
O=C(Nc1ccc(N2CCOCC2)c(Cl)c1)c1ccccc1F | 2.4% | 4% | -3% | -8% | -7% | ? | 8% | -0.6 | i
CCOC(=O)C(C(C)C)C(N)Cc1ccc(F)cc1 (configuration not stated) | 0.2% | 5% | 19% | -11% | 6% | 2% | 3% | -3.6 | i
COc1ccc(-c2cn3nc(C)c(C)nc3n2)cc1OC | 0.5% | -7% | 1% | -3% | 4% | ? | 12% | -1.2 | i
O=C(COC(=O)c1ncc(Cl)c(Cl)c1Cl)NCc1ccccc1 | 2.1% | -3% | 3% | -3% | 9% | -9% | 6% | -1.8 | i
Cc1ccc(C)c(N(C)C(=O)Cc2c(C(=O)O)[nH]c3ccc(Cl)cc23)c1 | -1.3% | 2% | / | / | -9% | -10% | / | / | /
CC(=O)N1CCc2cc(S(=O)(=O)NCC(=O)NCc3ccc(F)cc3)ccc21 | -0.5% | -1% | 3% | -3% | 1% | -5% | 2% | -3.7 | i
COC(=O)[C@@]1(Cc2ccc(F)cc2)[C@H]2c3cc(C(=O)N(C)C)n(Cc4ccc(Cl)c(C(F)(F)F)c4)c3C[C@H]2CN1C(=O)c1ccccc1 | 5.5% | / | -11% | / | / | / | -4% | -2.3 | i
COC(C(=O)Nc1ccc(S(=O)(=O)Nc2cccc3ccccc23)cc1)c1ccccc1 (configuration not stated) | -0.1%[9.22 µM] | -7% | -8% | 2% | ? | 23µM* | 3% | -0.7 | i
O=C(/C=C/c1ccc(O)c([N+](=O)[O-])c1)c1ccc2ccccc2c1 | ? | 0% | -4% | -2% | ? | -8% | -5% | -1.3 | i
Cc1ccccc1N(C(=O)CCCC(=O)Nc1ccccn1)C(C(=O)NC1CCCC1)c1ccc(O)cc1 (configuration not stated) | 0.2% | 1% | 3% | 0% | ? | 1% | 1% | 0.4 | i
CC1(C)C(=O)Nc2ccccc2N1C(=O)COc1ncnc2ccccc12 | 2.8% | 14% | 17% | 2% | 1% | ? | 2% | 2.9 | i
CC(=O)c1cccc(S(=O)(=O)Nc2ccc3nc(C)sc3c2)c1 | 0.1% | -2% | -4% | ? | -35% | ? | 13% | -4.7 | i
O=C(Cn1ncn2c(cc3ccccc32)c1=O)NCCC1=CCCCC1 | -0.5% | -2% | -1% | -4% | -1% | -9% | 9% | 0.8 | i
COC(=O)C1=C(C)NC(C)=C(C(=O)OC(C)C)C1c1cccc2nonc12 (configuration not stated) | 0.3% | -3% | -26% | -1% | -1% | 6% | -1% | -0.2 | i
O=C(c1ccc2nc[nH]c2c1)N1CCN(c2cccc(Cl)c2)CC1 | -0.1% | 2% | -18% | -3% | -20% | 2% | 4% | 0.3 | i
O=C(/C(=C/c1ccncc1)n1ccnc1)c1ccc(Cl)cc1Cl | 5.2% | 14% | 5% | -1% | -22% | 17% | 13% | -1.0 | i
CC(=O)Nc1ccc(Br)c(Cl)c1 | -0.1% | -2% | 5% | 1% | 7% | 0% | -5% | 0.4 | i
CNC(=S)N/N=C/c1cn(CCOc2ccccc2OC)c2ccccc12 | 10% | -2% | 4% | -2% | -17% | -6% | 5% | -1.3 | i
O=S1(=O)CCN=C2SC3=C(CCCC3)N21 | -0.2% | -4% | 1% | 0% | 1% | 21% | 6% | -7.5 | i

Not all compounds are listed; the hit share may differ from the screen's.
